5-HT1A blocker – antagonists of human 5-HT1a serotonin receptor; P08908; CHO 5-HT1a Ga15 NFAT-bla reporter, antagonist mode; inhibition, % at 10 µM; 0.68% of 62,000 active;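 active = inhibition above the mean of all tested compounds plus 3 SD, cut at about 43% in these data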;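 also: receptor stimulated by 5-CT agonist at 100 nM near EC80; beta-lactamase reporter measured by ratiometric fluorescence of a cleavable substrate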
Target sequence (P08908 whole entry, looked up): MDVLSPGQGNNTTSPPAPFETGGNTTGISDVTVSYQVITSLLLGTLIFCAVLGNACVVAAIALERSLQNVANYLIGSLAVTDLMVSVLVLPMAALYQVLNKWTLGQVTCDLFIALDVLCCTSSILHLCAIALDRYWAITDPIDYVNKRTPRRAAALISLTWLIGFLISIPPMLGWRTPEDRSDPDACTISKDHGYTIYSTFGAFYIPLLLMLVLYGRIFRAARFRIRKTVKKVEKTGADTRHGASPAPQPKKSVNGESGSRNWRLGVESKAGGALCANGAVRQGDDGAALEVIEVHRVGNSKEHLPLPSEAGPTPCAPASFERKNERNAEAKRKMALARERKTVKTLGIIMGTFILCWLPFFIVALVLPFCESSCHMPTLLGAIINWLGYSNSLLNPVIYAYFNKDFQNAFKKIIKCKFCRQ
NADH coupling – inhibition of NAD/NADH coupling enzymes, library profiling; coupled PK/LDH NADH assays, four targets; IC50, µM (doses to about 10 µM), for inactives: top-dose inhibition; 0.02% of 65,000 active;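 active = single-dose screening hits from any of four coupled enzyme assays that gave an IC50 when retested across doses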;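 also: the DPM-DC format reads NADH fluorescence rather than 340 nm absorbance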
Autofluor 339 – intrinsic fluorescence of library compounds, ex339/em460 – biochemical, MLSMR library, data from DPM-DC assay, artefact control, profiling panel; fluorescence fold increase at 10 µM; 5.5% of 65,000 active; AID 709; compound autofluorescence, ex339/em460 nm, NADH buffer; stronger effect = higher value; 1 = no-compound wells, NADH background;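 active = at 10 µM, mean starting fluorescence two-fold or more over control wells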;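 also: signal is the first read of a kinetic run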
MMP-13 inhibitor – inhibitors of human MMP13; P45452; MMP-13 fTHP FRET cleavage, Mca fluorescence; inhibition, % at 4 µM; 0.07% of 65,000 active; AID 570;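 active = inhibition above the mean of compound-free control plate wells plus 3 SD, cut at about 14% in these data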;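 also: 0% = DMSO wells and 100% = wells with reference MMP-13 inhibitor after basal subtraction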
RORA act – activators of human nuclear receptor RORA; P35398; CHO-K1 Gal4-RORA LBD luciferase reporter, luminescence; percent increase over mock-subtracted basal signal; activation, % at 10 µM; 1.5% of 65,000 active; AID 560;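 active = activation above the mean of all tested compounds plus 3 SD, cut at about 49% in these data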;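 also: 0% = DMSO-treated RORA cells and 100% = added signal equal to DMSO minus mock-transfected cells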
SF1 activator – activates the human nuclear receptor SF-1. Q13285. CHO-K1 Gal4-SF-1 LBD luciferase reporter; % increase over DMSO SF-1-specific signal. activation, % at 10 µM. 1.9% of 65,000 active. AID 522;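 active = activation above the mean activation of all tested compounds plus 3 SD, cut at about 50% in these data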
Target sequence (Q13285 whole entry, looked up, the tested form may be a part): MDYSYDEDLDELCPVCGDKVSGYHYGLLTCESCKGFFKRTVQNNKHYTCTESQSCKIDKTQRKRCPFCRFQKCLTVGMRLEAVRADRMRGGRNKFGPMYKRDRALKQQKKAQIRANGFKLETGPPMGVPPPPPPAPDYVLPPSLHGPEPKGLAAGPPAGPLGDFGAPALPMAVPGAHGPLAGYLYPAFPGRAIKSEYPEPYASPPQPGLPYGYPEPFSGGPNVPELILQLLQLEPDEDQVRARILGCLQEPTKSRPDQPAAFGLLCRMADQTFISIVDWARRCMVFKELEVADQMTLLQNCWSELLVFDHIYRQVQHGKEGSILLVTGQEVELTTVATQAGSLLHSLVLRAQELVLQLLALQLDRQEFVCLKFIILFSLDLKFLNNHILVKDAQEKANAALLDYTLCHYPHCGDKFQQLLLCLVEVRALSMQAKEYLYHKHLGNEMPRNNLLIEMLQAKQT
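Assay system: CHO-K1 cells co-transfected with Gal4 DBD–human SF-1 LBD, 5xGal4 luciferase reporter; doses: 10 µM only; incubation: 20 h compound exposure at 37 °C after 1 h cell settling; signal: luciferase light emission; evaluation: percent activation versus DMSO; repeats: one test per compound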
TNAP act mid DEA – activates human TNAP at intermediate phosphate acceptor concentration. P05186. purified TNAP, CDP-star luminescence, 100 mM DEA, 30 min; stronger effect = higher value; scale: 0 levamisole-inhibited, 1 vehicle-only enzyme. activation factor at 20 µM. 64,000 tested, under 10 active;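 active = activation factor of at least 2 at 20 µM, relative to controls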
A340 absorber – absorbance at 340 nm; compound absorbance at 340 nm, fold over control; AID 708; 65,000 tested, under 10 active; fold change at 10 µM;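 active = at 10 µM dose, initial 340 nm absorbance at least 2 fold that of control wells; inactive = change under 2 fold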;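 also: initial absorbance extrapolated from kinetic A340 decline of NADH oxidation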
5HT1a ag – 5-HT1a (human) receptor agonism; activation, % at 10 µM; CHO 5-HT1a Ga15 NFAT-bla reporter, FRET ratio; 0% basal, 100% maximal reference agonist; P08908; 0.56% of 65,000 active; AID 567;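 active = activation above the screen-wide mean activation plus 3 SD, cut at about 19% in these data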;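 also: 0% = DMSO wells and 100% = 5-CT at EC100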
The depositor's hits bear a star; i = inactive; x = no result given; [ ] = remark or other dose.

1. O=C(Nc1nc(-c2nc3ccccc3s2)cs1)C1CC1
2. CCn1c(=O)cc(SCC(=O)Nc2ccc3c(c2)OCCO3)c2ccccc21
3. Cc1ccccc1OCc1nnc2n1CC(C)S2 (configuration not stated)
4. Cc1ccc(C)c(N2CCN(CCCNC(=O)Cn3cc4c(n3)CCC(C)C4)CC2)c1 (configuration not stated)
5. CCOc1ccc(S(=O)(=O)Nc2cccc(C(=O)N3CCN(c4ccc(OC)cc4)CC3)c2)cc1
6. Cn1ccnc1SCc1cn2cc(Br)ccc2n1
7. COc1ccc(S(=O)(=O)N2CCCC(C(=O)NCc3ccco3)C2)cc1Cl (configuration not stated)
8. O=C(COc1ccccc1)N(Cc1cc2ccccc2[nH]c1=O)CC1CCCO1 (configuration not stated)

compound no.	1	2	3	4	5	6	7	8
5-HT1A blocker	-4	3	-2	16	1	-3	2	-3
NADH coupling	2%	4%	3%	5%	6%	2%	4%	8%
Autofluor 339	1.3	1.1	1	1	1.1	1.1	1.1	1.2
MMP-13 inhibitor	-5	-5	-4	3	6	3	0	2
RORA act	51*	2	-13	11	-6	-5	-2	-17
SF1 activator	29	0	-29	-1	7	18	-1	-4
TNAP act mid DEA	0.9	0.9	0.8	0.9	0.9	0.9	0.9	0.9
A340 absorber	1.1	1	0.98	0.98	0.99	1.1	1	1.1
5HT1a ag	0.9	-1.9	-1.9	-0.1	3.8	-0.7	-1.2	0.1

9. CCn1nc(C(=O)OCC(=O)N2CCc3ccccc32)c2ccccc2c1=O
10. CN(C(=O)COc1cccc(Br)c1)C1CCS(=O)(=O)C1 (configuration not stated)
11. C=CCn1c(=N)c(C(=O)NCCCOC)cc2c(=O)n3cccc(C)c3nc21
12. COCCN1C(=O)C(O)=C(C(C)=O)C1c1ccc(F)cc1 (configuration not stated)
13. O=C(CCN1CCN(c2ccc(F)cc2)CC1)Nc1ccc(F)cc1
14. COc1ccc(NC(=O)COn2nnc3ccc(Cl)cc32)cc1OC
15. COc1ccc(-n2c(Cc3cc(=O)[nH]c(=O)[nH]3)nnc2SCC(=O)Nc2ccccc2)cc1
16. CCOC(=O)c1c(C)n(C)c2ccc(O)c(S(=O)(=O)c3ccccc3)c12

compound no.	9	10	11	12	13	14	15	16
5-HT1A blocker	-2	-6	5	-4	36	-4	-1	x
NADH coupling	4%	9%	0%[fluoresces]	5%	14%	5%	1%	3%
Autofluor 339	1	1.1	2.3*	1.1	0.69	1.1	1.1	1.1
MMP-13 inhibitor	7	5	i[fluorescence artefact?]	0	2	-2	5	-7
RORA act	3	-8	5	-11	-16	5	5	-1
SF1 activator	8	8	0	-6	-8	-13	6	16
TNAP act mid DEA	1	0.9	0.9	1	0.9	0.9	0.9	0.9
A340 absorber	1.1	0.98	1.1	1.1	0.99	1	1.1	0.99
5HT1a ag	1.6	-4.3	4.4	-0.2	0.3	-3.2	-1.1	3.2

17. CC(=O)c1cc(-c2nc3ccccc3n2C)n(C)c1
18. Cn1c(CN2CCCCC2)nc2cc(NC(=O)c3ccccc3)ccc21
19. Cc1ccc(-c2nc(CS(=O)(=O)CC(=O)N3CCc4ccccc4C3)c(C)o2)cc1
20. Cc1ccc2oc(=O)c3cnn(CC(=O)N4CCCCCC4)c3c2c1
21. Cn1c(=O)c2c(nc(NCc3ccc4c(c3)OCO4)n2Cc2ccccc2)n(C)c1=O
22. N=c1n(CCN2CCCCC2)c2ccccc2n1CC(O)COc1ccccc1 (configuration not stated)
23. CCOC(=O)Cc1csc(NC(=O)c2c(-c3ccccc3)noc2C)n1
24. O=C(O)CCNC(=O)c1ccc(Br)o1

compound no.	17	18	19	20	21	22	23	24
5-HT1A blocker	-4	1	-2	7	x	49*	-1	7
NADH coupling	1%	1%	0%	2%	3%	2%	9%	4%
Autofluor 339	1.1	1.1	1.2	1	1.1	1.1	1.1	0.93
MMP-13 inhibitor	3	-5	-2	-3	7	4	1	-1
RORA act	-14	13	6	-4	0	-18	-26	5
SF1 activator	-4	15	-10	-23	-5	13	-15	4
TNAP act mid DEA	0.9	0.9	0.9	0.9	1	1	0.9	0.9
A340 absorber	1	1	1	1	1	1	1	1
5HT1a ag	-1.7	0.0	-1.6	1.7	2.8	-0.9	0.2	1.3

25. Cc1cc2cc(CNC(=O)c3ccc(S(=O)(=O)N4CCOCC4)cc3)ccc2[nH]1
26. Cc1ccc(NC2=Nc3ccccc3CS2)cc1
27. COc1ccc(OC)c(C(O)c2nc3ccccc3n2C(C)C)c1 (configuration not stated)
28. CCOc1ccccc1N1CCN(S(=O)(=O)c2cccs2)CC1
29. c1ccc(Cn2c(NCc3ccco3)nc3ccccc32)cc1
30. CC(C)NC(=O)C1CCCN(S(=O)(=O)c2cccs2)C1 (configuration not stated)
31. O=c1cc(N2CCC3(CC2)OCCO3)[nH]c(=O)n1C1CCCCC1
32. Clc1ccccc1-c1nn2c(-c3ccncc3)nnc2s1

compound no.	25	26	27	28	29	30	31	32
5-HT1A blocker	1	15	2	3	20	0	10	-5
NADH coupling	3%	5%	3%	3%	4%	2%	8%	5%
Autofluor 339	1.1	1.1	1.1	1.1	1.1	1.1	1.1	1.1
MMP-13 inhibitor	1	-1	3	-2	-3	-5	0	3
RORA act	-6	-61	-28	-14	-9	0	26	-30
SF1 activator	-10	-32	0	10	0	5	13	8
TNAP act mid DEA	1	1	0.9	0.8	0.9	0.9	1	0.9
A340 absorber	1	1	1	1	1	1	1	1
5HT1a ag	7.0	-0.3	-1.8	-1.9	-0.7	-6.1	-4.1	-0.4

33. CC1CN(c2c3c(nc4ncnn24)CCCC3)CC(C)O1 (configuration not stated)
34. c1ccc(CN(Cc2ccco2)C(c2ccncc2)c2nnnn2C2CCCC2)cc1 (configuration not stated)
35. COCCNc1ncnc2nc[nH]c12
36. O=C(CCN1CCCCC1)NCNC(=O)CCN1CCCCC1
37. CCCn1c(C)nc2c(c1=O)c1nc3ccccc3nc1n2CCC1=CCCCC1
38. O=C(c1cc2nc(-c3ccco3)cc(C(F)(F)F)n2n1)N1CCN(c2ccccn2)CC1
39. Clc1ccc(-n2cnnn2)cc1
40. N=c1n(CC(=O)O)c2ccccc2n1Cc1ccccc1Cl

compound no.	33	34	35	36	37	38	39	40
5-HT1A blocker	-17	-7	-4	7	-28	-13	7	6
NADH coupling	6%	7%	3%	4%	5%[fluoresces]	3%	9%	4%
Autofluor 339	1	1.2	1.1	1.1	3.8*	1.3	1.1	1.1
MMP-13 inhibitor	-1	11	0	4	-217[fluorescence artefact?]	-3	-2	-1
RORA act	-12	25	-20	-6	38	8	-9	1
SF1 activator	-3	-6	7	5	-4	-2	2	-10
TNAP act mid DEA	0.9	0.9	0.9	1	0.9	0.9	1	0.9
A340 absorber	1	1	1	0.99	1.1	1	1	1
5HT1a ag	0.6	-1.4	0.8	-1.5	5.9	2.0	-1.3	-4.0

41. Cc1c(C(=O)NCC2CCCO2)sc2nc(-c3ccc(F)cc3)cn12 (configuration not stated)
42. Cc1cc(C)cc(NC(=O)N2CCC(NC(=O)c3ccc(F)cc3)CC2)c1
43. O=C(CN1CCC(n2nnc3cc(F)ccc32)CC1)NCCc1nc2ccccc2[nH]1
44. COC(=O)Cc1[nH]nc2c1C1(C(=O)N(Cc3ccccc3)c3ccccc31)C(C#N)=C(N)O2 (configuration not stated)
45. O=C(Nc1ccncc1)Nc1ccccn1
46. COCCCNC(CC(=O)Nc1ccc(OC)cc1OC)C(=O)O (configuration not stated)
47. CC(C)Oc1ccc(C(=O)N(Cc2ccco2)C2CCS(=O)(=O)C2)cc1 (configuration not stated)
48. COc1ccc(Cl)cc1NC(=O)CN(C)C(C)C(=O)NCC1CCCCC1 (configuration not stated)

compound no.	41	42	43	44	45	46	47	48
5-HT1A blocker	9	4	-8	-12	4	-15	-9	11
NADH coupling	4%	7%	7%	5%	5%	0%	2%	5%
Autofluor 339	1.1	1.1	1.1	0.99	1.1	1.1	1.1	1.1
MMP-13 inhibitor	4	-2	4	3	3	3	2	5
RORA act	43	3	-7	-22	-2	-16	-14	-1
SF1 activator	46	-3	-7	2	6	5	-11	13
TNAP act mid DEA	0.9	0.9	0.9	0.8	0.9	1	0.8	0.9
A340 absorber	1.1	1	0.99	1	0.99	1.1	1	1
5HT1a ag	-1.0	-1.9	-1.8	-0.9	0.3	-1.8	0.7	-0.4

Numbers 35–48 of the list above:
35. COCCNc1ncnc2nc[nH]c12
36. O=C(CCN1CCCCC1)NCNC(=O)CCN1CCCCC1
37. CCCn1c(C)nc2c(c1=O)c1nc3ccccc3nc1n2CCC1=CCCCC1
38. O=C(c1cc2nc(-c3ccco3)cc(C(F)(F)F)n2n1)N1CCN(c2ccccn2)CC1
39. Clc1ccc(-n2cnnn2)cc1
40. N=c1n(CC(=O)O)c2ccccc2n1Cc1ccccc1Cl
41. Cc1c(C(=O)NCC2CCCO2)sc2nc(-c3ccc(F)cc3)cn12 (configuration not stated)
42. Cc1cc(C)cc(NC(=O)N2CCC(NC(=O)c3ccc(F)cc3)CC2)c1
43. O=C(CN1CCC(n2nnc3cc(F)ccc32)CC1)NCCc1nc2ccccc2[nH]1
44. COC(=O)Cc1[nH]nc2c1C1(C(=O)N(Cc3ccccc3)c3ccccc31)C(C#N)=C(N)O2 (configuration not stated)

compound no.	35	36	37	38	39	40	41	42	43	44
5-HT1A blocker	-4	7	-28	-13	7	6	9	4	-8	-12
NADH coupling	3%	4%	5%[fluoresces]	3%	9%	4%	4%	7%	7%	5%
Autofluor 339	1.1	1.1	3.8*	1.3	1.1	1.1	1.1	1.1	1.1	0.99
MMP-13 inhibitor	0	4	-217[fluorescence artefact?]	-3	-2	-1	4	-2	4	3
RORA act	-20	-6	38	8	-9	1	43	3	-7	-22
SF1 activator	7	5	-4	-2	2	-10	46	-3	-7	2
TNAP act mid DEA	0.9	1	0.9	0.9	1	0.9	0.9	0.9	0.9	0.8
A340 absorber	1	0.99	1.1	1	1	1	1.1	1	0.99	1
5HT1a ag	0.8	-1.5	5.9	2.0	-1.3	-4.0	-1.0	-1.9	-1.8	-0.9

45. O=C(Nc1ccncc1)Nc1ccccn1
46. COCCCNC(CC(=O)Nc1ccc(OC)cc1OC)C(=O)O (configuration not stated)
47. CC(C)Oc1ccc(C(=O)N(Cc2ccco2)C2CCS(=O)(=O)C2)cc1 (configuration not stated)
48. COc1ccc(Cl)cc1NC(=O)CN(C)C(C)C(=O)NCC1CCCCC1 (configuration not stated)

compound no.	45	46	47	48
5-HT1A blocker	4	-15	-9	11
NADH coupling	5%	0%	2%	5%
Autofluor 339	1.1	1.1	1.1	1.1
MMP-13 inhibitor	3	3	2	5
RORA act	-2	-16	-14	-1
SF1 activator	6	5	-11	13
TNAP act mid DEA	0.9	1	0.8	0.9
A340 absorber	0.99	1.1	1	1
5HT1a ag	0.3	-1.8	0.7	-0.4
